# DYRK1A inh – Dyrk1A (rat) kinase inhibition; Q63470; hit rate 0.43% among 310,000; ADP-Glo luminescence, NFATc1 peptide; inhibition, % at 12.5 µM; in the data active = inhibition above about 50%;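 note: plate controls were vehicle with enzyme for no effect and no enzyme for full effect; many of its hits are not listed in these tables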
# PolyA inhibitor – blocks polyadenylation in yeast reporter cells; S. cerevisiae SKY197-pL101 polyadenylation reporter, beta-gal luminescence; efflux-impaired pdr1/pdr3 knockout yeast; score 100 = 6 SD above DMSO; calls only at 12 µM; hit rate 0.02% among 300,000;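 active = lowest replicate activity score at least 50, where 100 means six control SD above control mean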;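 note: yeast exposed to compound for 9 h at 30 °C; higher score means more reporter readthrough which indicates perturbed polyadenylation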
# hERG protect – hERG (human) protection from proarrhythmic block | Q12809 | CHO-hERG, FluxOR thallium flux, dofetilide IC70 present | activation (rescue from dofetilide block), less the hit threshold, % at 10 µM | hit rate 0.51% among 310,000 | AID 1511;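 active = activation above the mean of controls blocked by dofetilide plus 5 SD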;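 note: thallium influx through hERG after potassium depolarization seen as dye fluorescence rise; in these data hits start at about 4.7%; inactives centre near -7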
# KCNQ1 inh – inhibitors of human KCNQ1 potassium channel; CHO-K1 KCNQ1, FluxOR thallium flux fluorescence; hits give high values; P51787; hit rate 1.3% among 310,000; B-score at 10 µM;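 active = compounds whose thallium flux B-score, printed positive for inhibition, exceeds three library SD while starting fluorescence stays within three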;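 note: channel opened by potassium depolarization with thallium stimulus after 20 min compound exposure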
# RGS4 pot – RGS4 potentiation or activation; HEK293 M3R/inducible RGS4, carbachol calcium flux Fluo4; hits give low values; B-score at 10 µM; hit rate 0.92% among 310,000;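 active = B-score of the integrated calcium signal more than 4 SD below the library mean, with starting fluorescence not abnormally high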;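 note: negative B-score means reduced calcium response which marks RGS4 activation or potentiation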
#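 Test system: HEK293 cells with stable M3R and inducible RGS4; also added: carbachol at ECmax as muscarinic agonist stimulus; schedule: dye loading 30 min 37 °C, buffer rest 30 min RT; technique: kinetic calcium fluorescence imaging with Fluo4-AM dye, 2 µM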
# GSK3 alpha inh – blocks human GSK-3 alpha kinase; ADP-Glo luminescence, 60 min; AID 2650; P49840; inhibition, % at 10 µM; hit rate 0.1% among 320,000;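 in the data active = inhibition above about 50%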;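 note: GST-tagged GSK-3 alpha with peptide substrate and 25 µM ATP; 0% = DMSO neutral wells and 100% = GW8510 positive control wells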
# KCNQ1 pot – potentiates or activates the human KCNQ1 potassium channel. CHO-K1 KCNQ1, thallium flux FluxOR fluorescence; hits give high values. B-score at 10 µM. AID 2648. hit rate 0.35% among 310,000;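 active = fluorescence ratio B-score, a plate-corrected score, at least three library SD, with initial intensity B-score within 5 SD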
#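 Assay system: stable KCNQ1 CHO-K1 line; medium: assay buffer, equal DMSO in all wells; timing: 90 min dye loading and 20 min compound exposure, both at room temperature; technique: kinetic FluxOR thallium fluorescence, 10-s 1-Hz baseline, 110-s post-stimulus read; read-out basis: B score of baseline-normalized fluorescence ratio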
# GSK3B inh – human GSK3beta kinase inhibition; P49841; GST-GSK3beta kinase, ADP-Glo luminescence, 60 min; hits give low values; activity score (negative = inhibition), % at 10 µM; hit rate 0.038% among 300,000; AID 2097;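 active = more than half of replicate wells score below -50%, meaning over 50% inhibition versus plate controls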;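 note: 0% = median DMSO wells and -100% = median GW8510 positive control wells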
# Target sequence (P49841 whole entry, looked up): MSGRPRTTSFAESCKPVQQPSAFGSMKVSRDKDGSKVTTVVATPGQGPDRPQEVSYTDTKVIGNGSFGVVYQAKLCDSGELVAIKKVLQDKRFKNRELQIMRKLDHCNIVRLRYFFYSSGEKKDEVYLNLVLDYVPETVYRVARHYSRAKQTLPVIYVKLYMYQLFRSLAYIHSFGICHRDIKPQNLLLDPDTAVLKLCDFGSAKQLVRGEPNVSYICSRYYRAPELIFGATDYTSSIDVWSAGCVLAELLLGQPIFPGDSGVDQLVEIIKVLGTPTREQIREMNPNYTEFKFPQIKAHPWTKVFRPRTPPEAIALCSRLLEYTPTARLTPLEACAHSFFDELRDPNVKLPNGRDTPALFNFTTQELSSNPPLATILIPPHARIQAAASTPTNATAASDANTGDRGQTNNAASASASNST
#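 Test system: GST-fused GSK3beta enzyme, cell-free | Quantity: 1.6 ng GST-GSK3beta enzyme per well | Reagent: 25 µM ATP with peptide substrate | Schedule: 60 min enzyme reaction, room temperature | Signal: Luminescent ADP-Glo measurement of ADP formed | Read-out basis: Score relative to plate controls | Control set: DMSO and 20 µM GW8510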
# KCNK9 inh – blocks the human KCNK9 two-pore domain potassium channel; B-score at 10 µM; HEK293 KCNK9, FluxOR thallium flux fluorescence; hits give low values; Q9NPC2; hit rate 1.2% among 310,000;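 active = ratio B-score over 3 SD below the library mean, with starting fluorescence within 5 SD of its mean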;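 note: negative B-score means less thallium flux so channel inhibition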
# Target sequence (Q9NPC2 whole entry, looked up, the tested form may be a part): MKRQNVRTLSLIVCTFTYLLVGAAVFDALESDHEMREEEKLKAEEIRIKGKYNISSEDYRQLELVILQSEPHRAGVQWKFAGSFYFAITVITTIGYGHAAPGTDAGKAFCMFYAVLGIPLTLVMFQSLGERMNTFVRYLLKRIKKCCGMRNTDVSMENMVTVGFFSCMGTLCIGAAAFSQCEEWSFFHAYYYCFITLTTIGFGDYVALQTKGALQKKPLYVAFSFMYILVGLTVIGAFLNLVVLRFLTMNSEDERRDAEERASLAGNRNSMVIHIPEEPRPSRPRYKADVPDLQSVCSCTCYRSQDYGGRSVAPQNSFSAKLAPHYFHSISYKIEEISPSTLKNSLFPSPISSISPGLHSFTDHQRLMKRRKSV
# KCNK3 block – human KCNK3 channel inhibition, primary screen; CHO-KCNK3 thallium flux, FluxOR fluorescence; hits give low values; B-score at 10 µM; hit rate 0.84% among 340,000; AID 602410;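 active = B-score under library mean minus 4 SD, starting fluorescence ratio at most library mean plus 5 SD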;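 note: more negative B-score means stronger inhibition of thallium flux through KCNK3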
# RGS4 block – human RGS4 inhibition. P49798. HEK293 M3R/RGS4 inducible, Fluo-4 calcium flux; hits give high values; triggered by carbachol at its EC20. B-score at 10 µM. hit rate 0.45% among 310,000;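 active = B-score, a plate-corrected calcium signal, over three deviations above library mean, with baseline fluorescence within five deviations of library mean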;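 note: RGS4 expression induced by doxycycline in cells with stable M3 receptor; B-score is computed from the integrated fluorescence ratio over baseline after carbachol; higher B-score means a larger calcium signal and so more RGS4 inhibition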
# Target sequence (P49798 whole entry, looked up): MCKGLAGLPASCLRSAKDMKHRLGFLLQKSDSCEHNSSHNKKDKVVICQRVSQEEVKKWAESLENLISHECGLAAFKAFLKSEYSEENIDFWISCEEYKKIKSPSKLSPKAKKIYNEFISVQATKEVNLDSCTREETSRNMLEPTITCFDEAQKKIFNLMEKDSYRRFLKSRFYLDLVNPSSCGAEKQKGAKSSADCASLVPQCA
# Starred values were filed as active, the others as inactive; i = inactive; / = not tested or not shown.
SMILES,DYRK1A inh,PolyA inhibitor,hERG protect,KCNQ1 inh,RGS4 pot,GSK3 alpha inh,KCNQ1 pot,GSK3B inh,KCNK9 inh,KCNK3 block,RGS4 block
COCCCNC(=O)CN(c1cccc(Cl)c1C)S(C)(=O)=O,1.9,i,-7.1,i,i,0.9,i,-3.3,i,i,i
COc1cc(-c2noc(C)c2C#Cc2nccn2C)cc(OC)c1OC,11.3,i,-14.2,i,i,6.5,i,-0.9,i,i,i
Cc1ccc(SCC(=O)NC(=O)Nc2ccc3c(c2)OCCO3)cc1C,-8.2,i,-13.3,i,i,-1.9,i,-1.6,i,i,i
Cc1ccc(NC(=O)NC(=S)NC(=O)c2ccccc2)cc1,0.0,i,-4.3,i,i,-2.3,i,1.8,i,i,i
COc1cc(Cl)c(C)cc1NC(=O)CSc1ccc(NC(C)=O)cc1,-3.5,i,-1.3,i,i,-2.3,i,2.8,i,i,i
COc1ccc(CNC(=O)C2CCCN2CCc2ccccc2)cc1OC (stereo not drawn),-2.2,i,-11.5,i,i,-2.4,i,2.8,i,i,i
O=C(CSc1n[nH]c(-c2ccccn2)n1)Nc1ccc(F)cc1,8.1,i,-5.9,i,i,-4.8,i,1.6,i,i,i
CCn1c(SCC(=O)c2ccccc2)nnc1-c1cnccn1,0.3,i,-10.6,i,i,-1.2,i,1.5,i,i,i
Cc1ccc2nc(NCC(=O)O)nc(-c3ccccc3)c2c1,-3.1,i,-9.8,i,i,-0.7,i,3.9,i,i,i
CC(C)(CCO)Nc1ncnc2onc(-c3ccc(F)cc3)c12,7.3,i,-1.4,i,i,1.9,i,0.8,i,i,i
Cc1nnc(NC(=O)CN2C(=O)c3ccccc3S2(=O)=O)s1,-3.2,i,-13.9,i,i,-3.9,i,0.4,i,i,i
Cc1ccccc1CS(=O)(=O)CC(O)CN1CCCC1=O (stereo not drawn),-2.7,i,-5.0,i,i,-1.2,i,-0.4,i,i,i
COC(C[C@H](O)C[C@@H](O)[C@@H](C)OCc1ccccc1)OC,0.1,i,-6.7,i,i,/,i,-0.1,i,i,i
Cc1c(CCOC(=O)C23CC4CC(CC(C4)C2)C3)sc[n+]1Cc1ccccc1,7.0,i,-8.1,i,-11.6*,-9.4,i,-4.1,i,i,i
O=C(c1cc(COc2ccc(F)cc2F)on1)N1CC[C@@H]2CCCC[C@H]2C1,-7.1,i,-12.8,i,i,-3.1,i,4.3,i,i,i
NS(=O)(=O)c1ccc(NC(=O)CSc2nc(Nc3ccccc3)nc(N3CCOCC3)n2)cc1,5.1,i,-4.9,i,i,0.8,i,0.2,i,i,i
CCOC(=O)C1CCN(S(=O)(=O)c2ccc(NC(=O)c3ccco3)cc2)CC1,-6.7,i,-10.6,i,i,-2.2,i,0.8,i,i,i
CCCCN(CCCNC(=O)CN1C(=O)COc2ccc(S(=O)(=O)N3CCC(C)CC3)cc21)Cc1ccccc1,-4.0,i,-11.5,i,i,-1.2,i,0.8,i,i,i
COc1ccc(C2(c3ccc(OC(C)=O)cc3OC(C)=O)CC(c3ccccc3)NC(=S)N2)cc1 (stereo not drawn),-3.0,i,-22.0,i,i,-1.6,i,1.0,i,i,i
COc1ccc(CNC(=O)C(OC(=O)c2ccco2)c2ccccc2F)cc1 (stereo not drawn),-0.3,i,-4.4,i,i,-3.9,i,2.8,i,i,i
Cc1ccc(CNC(=O)Cc2ccc(Br)cc2)cc1,-5.0,i,-6.3,i,i,-1.7,i,-3.7,i,i,i
O=C(COc1ccccc1)N1CCN(C(=O)c2ccc([N+](=O)[O-])cc2)CC1,-0.4,i,-4.7,i,i,/,i,1.4,i,i,i
CC(=O)c1ccc(-c2ccc(Cn3c(C)nc4cc(N)c(C)nc43)cc2)cc1,2.3,i,-11.6,i,i,0.6,i,2.6,i,i,i
O=C(COC(=O)c1ccccn1)Nc1ccc2c(c1)OCO2,1.3,i,-7.0,i,i,-2.3,i,3.7,i,i,i
COc1ccccc1/C=N/NC(=S)NCc1ccco1,9.6,i,-10.6,i,i,-2.0,i,2.3,i,i,i
c1cc2cc(-c3c(-c4ccc5c(c4)OCO5)noc3-c3ccsc3)ccc2[nH]1,-11.8,i,-9.9,i,i,-2.3,i,0.2,i,i,i
CC1CCCCN1Cc1ccc(-c2nnn(CC(=O)NC3CCCCC3)n2)cc1 (stereo not drawn),10.8,i,-6.5,i,i,-0.8,i,0.4,i,i,i
Cc1nc(-c2ccncc2)nc(NCCNc2ncccc2C(F)(F)F)c1Cl,3.4,i,-3.6,i,i,-0.4,i,1.3,i,i,i
CCc1ccccc1N(CC(=O)O)S(C)(=O)=O,2.4,i,-1.3,i,i,-1.8,i,-2.4,i,i,i
Cc1nc(-c2ccc(Cl)cc2)sc1C1(C)CC(c2ccccc2F)=NO1 (stereo not drawn),10.5,i,-7.6,i,i,0.4,i,-0.5,i,i,i
CCOC(=O)C1CCCN(C(=O)c2[nH]c3ccc(OC)cc3c2C)C1 (stereo not drawn),5.3,i,-5.8,i,i,-2.7,i,-1.7,i,i,i
Cc1ccc2[nH]c3c(c2c1)CN(C(=O)CN1CCCc2ccccc21)CC3,1.8,i,-13.3,i,i,3.2,i,-2.1,i,i,i
O=C(CSc1nnc(SCc2ccccc2Cl)s1)N/N=C/c1ccc(C(=O)O)cc1,-8.6,i,-17.7,i,i,39.0,i,-22.0,i,i,i
COc1ccc(NC(C)C(=O)N/N=C/c2ccccc2OCc2cccc(Br)c2)cc1 (stereo not drawn),0.4,i,-10.1,i,i,-0.8,i,0.9,i,i,i
c1ccc(-c2noc(-c3ccncc3)n2)nc1,24.2,i,-0.7,i,i,18.7,i,-12.7,i,i,i
COc1ccc2c(-c3ccccc3)cc(SCC(=O)N(C)C3CCS(=O)(=O)C3)nc2c1 (stereo not drawn),-37.2,i,-9.8,i,i,-0.9,i,0.8,i,i,i
CCn1c(=O)n(CC)c2cc(N3CCCC3)c(NC(=O)c3cc(Br)ccc3OC)cc21,/,i,-26.7,9*,i,-2.6,i,-1.3,-17.6*,/,i
COc1ccc(S(=O)(=O)N(CC(=O)NC(C)C)Cc2ccccc2)cc1,3.4,i,-12.3,i,i,-1.6,i,0.4,i,i,i
COc1ccc(/C(C)=N/NC(=O)OC(C)(C)C)cc1[N+](=O)[O-],-1.2,i,-7.0,i,i,-2.2,i,13.2,i,i,i
Cc1cc(C(=O)N(C)C2CCCCC2)no1,-2.5,i,1.1,i,i,-1.2,i,1.1,i,i,i
CCOc1ccc(CCNC(=O)COC(=O)COc2ccc(Cl)cc2)cc1OCC,-4.6,i,-11.0,i,i,-3.1,i,1.7,i,i,i
O=C(CCc1nc2ccccc2[nH]1)Nc1ccccc1F,4.8,i,-15.6,i,i,-0.4,i,-2.2,i,i,i
CC12CCC(=O)N1C(C(=O)Nc1cc(Cl)ccc1N1CCOCC1)CS2 (stereo not drawn),1.8,i,-10.6,i,i,-0.9,i,-2.1,i,i,i
Brc1ccc(-c2nc(-c3cccnc3)no2)o1,1.6,i,-7.7,i,i,-0.7,i,3.1,i,i,i
COc1ccc(CC(=O)Nc2ccc(/C(C)=N\NC(=O)c3ccc(Br)o3)cc2)cc1,4.2,i,-6.2,i,i,/,i,-4.0,i,i,i
Cc1ccccc1/C=N/n1c(-c2cc(-c3ccccc3)n[nH]2)n[nH]c1=S,5.7,i,-7.5,i,i,-3.4,i,2.2,i,i,i
Cc1nc2c(ccc3nc(NC(=O)c4ccc5c(c4)OCCO5)sc32)s1,43.5,i,-10.8,i,i,8.5,i,-5.1,i,i,i
Cc1cc[n+](-c2[nH]c(=O)sc2/C=N/NC([S-])=Nc2ccccc2)cc1C,16.6,i,-10.0,i,i,/,i,0.0,i,i,i
CC1=C(C)CC(C(=O)NNC(=O)c2csc(C)c2C)C(C(=O)O)C1 (stereo not drawn),-0.5,i,-13.3,i,i,1.0,i,-2.4,i,i,i
CC(=O)N1CCc2cc(S(=O)(=O)CCC(=O)NCCc3ccc(C)cc3)ccc21,-6.0,i,-8.0,i,i,-0.2,i,-2.6,i,i,i
# Later entries:
SMILES,DYRK1A inh,PolyA inhibitor,hERG protect,KCNQ1 inh,RGS4 pot,GSK3 alpha inh,KCNQ1 pot,GSK3B inh,KCNK9 inh,KCNK3 block,RGS4 block
COc1ccc(C(=O)Nc2nnc(S(=O)(=O)N3CCCCCC3)s2)cc1OC,0.6,i,-10.1,i,i,-1.3,i,0.4,i,i,i
COc1ccccc1-n1c(C)cc(C=O)c1C,-5.4,i,-6.1,i,i,-3.8,i,-1.2,i,i,i
CCOC(=O)c1ccc(N(C(=O)c2cnccn2)C(C(=O)NC2CCCCC2)c2cn(C)nc2C)cc1 (stereo not drawn),1.3,i,-1.6,i,i,/,i,1.9,i,i,i
CCCC1(C(=O)OC)NC(c2ccco2)C2C(=O)N(c3ccc(C)cc3)C(=O)C21 (stereo not drawn),-0.8,i,-3.0,i,i,-1.9,i,0.1,i,i,i
COc1cc(CNC(C)C23CC4CC(CC(C4)C2)C3)cc(OC)c1OC (stereo not drawn),1.9,i,-4.4,i,i,1.7,i,1.6,i,i,i
O=C1CC(Sc2ncccc2C(=O)O)C(=O)N1 (stereo not drawn),-5.5,i,-8.6,i,i,0.6,i,1.4,i,i,i
COc1ccc(NC(=O)c2cc(-c3ccco3)on2)c(OC)c1,-4.2,i,-5.6,i,i,0.6,i,-2.3,i,i,i
CCNc1nc(NCC)n2c(SC(C(=O)Nc3cc(Cl)cc(Cl)c3)c3ccccc3)nnc2n1 (stereo not drawn),-2.5,i,-7.8,i,i,-3.7,i,-3.2,i,i,i
c1cc(-c2nnc3n2CCC3)[nH]n1,-0.5,i,-3.4,i,i,-2.6,i,3.2,i,i,i

# The list is partial; count on the stated rates, not on these rows.
